AmpC inh det = Promiscuous and Specific Inhibitors of AmpC Beta-Lactamase (assay with detergent); P00811; purified AmpC, nitrocefin hydrolysis with detergent; Potency, µM (series often up to 28.7 µM), for inactives: at the top dose activity change, negative = inhibition; actives 0.09% (n = 71,000); active = well fitted curve in the direction sought with a large enough effect
Target sequence (P00811 whole entry, looked up): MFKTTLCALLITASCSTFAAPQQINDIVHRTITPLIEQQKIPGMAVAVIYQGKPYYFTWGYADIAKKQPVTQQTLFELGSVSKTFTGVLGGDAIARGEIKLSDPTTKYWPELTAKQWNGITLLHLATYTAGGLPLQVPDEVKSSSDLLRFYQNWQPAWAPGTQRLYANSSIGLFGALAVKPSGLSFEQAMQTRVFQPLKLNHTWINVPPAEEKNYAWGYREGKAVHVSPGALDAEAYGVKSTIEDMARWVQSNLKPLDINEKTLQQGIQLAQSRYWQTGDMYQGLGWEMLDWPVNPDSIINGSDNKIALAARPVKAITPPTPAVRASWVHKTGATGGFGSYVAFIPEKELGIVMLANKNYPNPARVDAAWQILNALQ
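E. coli AmpC (5.3 nM) in 20 mM phosphate pH 7.0 with 0.01% Triton X-100, preincubated 15 min RT with compound; nitrocefin (2 uL of 800 uM stock) hydrolysis followed by 480 nm absorbance every 20 s over 4 min.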
* marks the source's active call; other numbers are inactive results; & = joins results of further samples; [ ] = remark or other dose. % is scaled to controls: 0 for no effect and ±100 for the full control effect; potency is read from the fitted curve at half-maximal effect.

SMILES	AmpC inh det
CCC1CCCCN1C(=O)CSc1nnc(CNC(=O)COc2ccc(Cl)cc2)o1 (stereo not drawn)	-3.4%
FB(F)F	10.0%
O=C(CN1CCN(c2ccccn2)CC1)NC(=O)NC1CCCCC1	-0.6%
CCCn1c(=O)c2[nH]c(-c3ccc(OCC(=O)NCCN)cc3)nc2n(CCC)c1=O	17.7%
CC(=O)C1=C(C)NC(SCC(=O)c2ccccc2)=C(C#N)C1CC(C)C (stereo not drawn)	-1.6%
O=C(O)CCc1nc(-c2cccs2)no1	-1.9%
O=c1c2ccccc2nc(COc2ccccc2)n1/N=C/c1ccco1	-6.1%
CCOCC(=O)Nc1cc(C(=O)OC)ccc1C(=O)OC	-1.9%
CCc1ccc(CCC(=O)O)nc1	-1.8%[5.75 µM]
COCC(=O)N1CCC2(CC1)CN(c1ccccc1)C2	2.4%
Cc1cc(Cl)ccc1OC(C)C(=O)Nc1ccccc1N1CCOCC1 (stereo not drawn)	-9.1%
CC(C)(C)c1csc(NC(=O)c2ccc(Cl)s2)n1	-2.9%
Nc1c(C(=O)c2cccs2)oc2ccccc12	-5.8%
O=C(Nc1ccc(S(=O)(=O)Nc2cnc3ccccc3n2)cc1)c1ccc(Br)o1	-3.8%
C=C(C)CSc1nnc([C@@H]2CCCN2C(=O)OC(C)(C)C)o1	-3.1%
Cn1c(CCCNC(=O)c2cccs2)nc2ccccc21	-2.8%
CC(C)(C)NC(=O)c1cnn2c1NC(c1ccc(F)cc1)CC2C(F)(F)F (stereo not drawn)	-2.2%
CCOC(=O)c1ncn2c1[C@H]1CCCN1C(=O)c1cc(OC)ccc1-2	-2.2%&-7.4%
ClCCBr	7.5%
c1ccc2occc2c1	10.4%
O=c1c2cc(Cl)cc(Cl)c2nc(CN2CCOCC2)n1-c1ccccc1F	-6.9%
Cc1cccc(NC(=O)COc2ccc(Br)cc2C)n1	1.4%
O=C(NC12CC3CC(CC(C3)C1)C2)c1ccc(=O)oc1	-6.7%
Cc1cccn2c(=O)c3cc(C(=O)N(C)C)n(C)c3nc12	-0.2%
Cc1ccnc(N2CCC(C(=O)NC3CCCCCC3)CC2)n1	-2.3%
COCCN1Cc2cccc(C(=O)NCc3ccccc3OC)c2C1=O	0.1%
O=C1c2ccccc2C(=O)N1Cc1nc2ccccc2c(=O)n1-c1ccccn1	-15.7%
N=c1c(C(=O)NCc2ccco2)cc2c(=O)n3ccccc3nc2n1Cc1ccccc1	14.2%
O=C(C1CCN(C2CC(=O)N(c3cccc(Cl)c3)C2=O)CC1)N1CCCC1 (stereo not drawn)	0.8%
Cc1ccc2c(c1)c1c(n2CC2COC(C)(C)O2)C(=O)CCC1 (stereo not drawn)	8.6%
O=C(Nc1cccc(F)c1)N1CCCC2(CCN(C(=O)c3cccc(F)c3)CC2)C1	1.3%
COc1ccccc1CNC(=O)CCNC(=O)Cn1ccc2ccccc2c1=O	9.5%
Cc1c(C(=O)COC(C)(C)C)[nH]c2ccccc12	1.0%
COc1cccc(OCC(=O)Nc2ccccc2NC(C)=O)c1	-7.5%
CCCCn1c(O)c(C=Nc2c(C)n(C)n(-c3ccccc3)c2=O)c(=O)[nH]c1=O	-0.1%
CCOC(=O)N1CCN(S(=O)(=O)c2ccc(F)cc2)CC1	0.2%
CCCCN(C)C(=O)C1CCC(=O)N(c2cc(OC)c(OC)c(OC)c2)C1c1ccc(OC)cc1 (stereo not drawn)	-2.4%
Clc1ccc(CSc2ncn[nH]2)cc1	-2.3%
CC1CCN(S(=O)(=O)Cc2ccccc2Cl)CC1	-1.0%
O=C(O)CSc1ccn(Cc2ccccc2)c1	-1.9%[5.75 µM]
CCC(c1nnnn1C(C)C)N1CCN(C2CCCC2)CC1 (stereo not drawn)	-4.1%
COc1ccc(C(=O)N2CCCc3ccccc32)cc1	0.5%
CCc1nc(N2CCC(C)CC2)c2oc3ccccc3c2n1	1.5%
O=C(O)c1cc(C(=O)O)c(-c2ccccc2)c(C(=O)O)c1	0.8%
CC(CP(=O)(O)O)NC(=O)Cc1ccccc1 (stereo not drawn)	3.9%
COC(=O)CSc1ncc(C#N)c(N)n1	7.1%
Cc1ccc(Cn2c3ccccc3c3cn[nH]c(=O)c32)cc1	0.8%
O=[N+]([O-])c1cc(Cc2cc([N+](=O)[O-])c3cccnc3c2O)c(O)c2ncccc12	-1.4%[5.75 µM]
COc1ccc(F)cc1S(=O)(=O)n1cc(C)nc1-c1ccccc1	-1.2%
NC(=O)CSc1nnc(-c2ccoc2)o1	-2.0%
O=C(OCc1nnc(-c2ccc(Cl)cc2)o1)c1ccncc1	-6.4%
O=C(O)c1cc(S(=O)(=O)O)ccc1O	-3.5%
CCOC(=O)c1cc2sccc2n1CC(=O)N1c2ccccc2CC1C (stereo not drawn)	0.5%
Cc1ccccc1-c1ccc(Nc2ccc(N3CCOCC3)cc2)nn1	2.4%
COC(=O)C(C)Sc1nnc(SC(C)C(=O)OC)s1 (stereo not drawn)	-2.8%
CC(=O)c1ccc(OC(C)C)c(CSc2nc(O)cc(=O)[nH]2)c1	-3.0%
CCOc1cc(S(=O)(=O)n2nc(C)cc2C)ccc1F	-2.4%
CN1CCC[C@H]1c1cccnc1	9.9%
Cn1c(=O)oc2cc(S(=O)(=O)NC3CCN(Cc4ccccc4)CC3)ccc21	7.6%
CCC(C)(C(=O)NC1CCCC1)N(Cc1cccs1)C(C)=O (stereo not drawn)	-4.8%

Next section
SMILES	AmpC inh det
N#CC1=C(N)OC(c2ccccc2)=C(C#N)C1c1ccc2c(c1)OCO2 (stereo not drawn)	0.9%
C[C@@]12C(=O)OC(=O)[C@@]1(C)[C@@H]1CC[C@@H]2O1	-3.1%
CN(CCc1ccc(Cl)c(Cl)c1)CCN1CCCCCC1	-3.5%
CCOC(=O)c1nnn(-c2nonc2N)c1-c1ccc(OC)cc1	-4.6%
Cn1c(Cc2cccs2)nnc1SC/C=C/c1ccccc1	-6.8%
COc1ccc(N=CC2=C(O)CC(C)(C)CC2=O)cc1	-4.5%
COc1ccc(N(C)S(=O)(=O)c2cccc3cccnc23)c(OC)c1	8.2%
Cc1ccnc(SCCn2c(N3CCN(C)CC3)nc3c2c(=O)[nH]c(=O)n3C)n1	21.7%
CN1CCN(S(=O)(=O)c2ccc3[nH]cc(C(=O)O)c(=O)c3c2)CC1	-3.8%
COc1cccc(NC(=O)Cc2nnc(SCC(=O)c3ccccc3)n2C)c1	-4.7%
CC(=O)Nc1cc(C(=O)O)ccc1S(=O)(=O)c1ccc(Cl)cc1	5.1%
Cc1ccc(N2CC(C(=O)Nc3cccc(F)c3)CC2=O)cc1 (stereo not drawn)	-2.2%
Cc1ccc2ccc3cccc4ccc1c2c34	13.6%
CCOc1ccc(CCNc2nc3c(c(=O)n(C)c(=O)n3C)n2CC)cc1OCC	-1.7%
CCCn1c(=O)c2c(c3ccccc31)OC(C)C(=O)N2 (stereo not drawn)	-4.8%
CCN(CC(=O)N1CCCCCC1)S(=O)(=O)c1ccc(Cl)cc1	-4.3%
N#CC1=C2SCN(Cc3ccccc3)CN2C(=O)CC1c1ccccc1F (stereo not drawn)	2.9%
O=c1[nH]ncc2ccccc12	8.4%
O=C(O)Cn1cccc1C(=O)c1ccccc1	10.6%
CCOC(=O)c1c(C)c(-c2ccccc2)n(CC(=O)N2CCCC2)c1C	16.4%
O=C(Cn1cnc2ccccc2c1=O)c1ccc2c(c1)OCCO2	-2.4%
N#CC1=C(N)C(C#N)(C#N)[C@H](c2ccoc2)[C@H]2CN(Cc3ccccc3)CC=C12	12.7%
COCCOC(=O)c1c(N)n(Cc2ccc(OC)cc2)c2nc3ccccc3nc12	-1.2%
CCN(CC)CCCN1C(=O)C(O)=C(C(=O)c2cccs2)C1c1ccccn1 (stereo not drawn)	-1.2%

Given as labelled records: 4 of the compounds above
O=C(Cn1cnc2ccccc2c1=O)c1ccc2c(c1)OCCO2
  AmpC inh det: -2.4%
N#CC1=C(N)C(C#N)(C#N)[C@H](c2ccoc2)[C@H]2CN(Cc3ccccc3)CC=C12
  AmpC inh det: 12.7%
COCCOC(=O)c1c(N)n(Cc2ccc(OC)cc2)c2nc3ccccc3nc12
  AmpC inh det: -1.2%
CCN(CC)CCCN1C(=O)C(O)=C(C(=O)c2cccs2)C1c1ccccn1 (stereo not drawn)
  AmpC inh det: -1.2%

(continued)
SMILES	AmpC inh det
Nc1ccc(Cl)cc1[N+](=O)[O-]	10.8%
CCNC(=O)Cc1ccc(NS(=O)(=O)c2ccc(F)cc2)cc1	-1.7%
O=C(Nc1ccc2c(c1)nc1n2CCN(Cc2ccccc2)C1)c1cccs1	-4.7%
CCOc1cccc(/C(O)=C2/C(=O)C(=O)N(CCOC)C2c2ccncc2)c1 (stereo not drawn)	-2.8%
CCOC(=O)CC(=O)Nc1ccccc1C(=O)O	-1.4%
COc1ccc(Oc2ncnc3c2ncn3Cc2ccccc2)cc1	-5.0%
CN(C)S(=O)(=O)n1cnc2ccccc21	7.2%
CCOC(=O)N1CCN(C(=O)C2CCN(S(=O)(=O)N3CCCC3)CC2)CC1	2.0%
CC(C)CC1N=C2c3ccccc3N=C(SCc3cc(=O)n4ccccc4n3)N2C1=O (stereo not drawn)	2.4%
CCc1c(C)nc(N)nc1OCC(F)(F)C(F)F	0.1%
CCN1CCN(C(=O)CS(=O)Cc2nc(-c3ccc(OC)cc3)oc2C)CC1 (stereo not drawn)	14.2%
CCN(CC)CCN=Cc1c(O)n(CCC2=CCCCC2)c(=O)[nH]c1=O	0.4%

Three neighbouring entries already listed, for reference:
SMILES	AmpC inh det
CCc1c(C)nc(N)nc1OCC(F)(F)C(F)F	0.1%
CCN1CCN(C(=O)CS(=O)Cc2nc(-c3ccc(OC)cc3)oc2C)CC1 (stereo not drawn)	14.2%
CCN(CC)CCN=Cc1c(O)n(CCC2=CCCCC2)c(=O)[nH]c1=O	0.4%

Continuation:
SMILES	AmpC inh det
O=C(NCc1cccs1)Nc1cccs1	-3.9%
CCOC(=O)c1ccc(N2C(=O)CC(N3CCN(C/C=C/c4ccccc4)CC3)C2=O)cc1 (stereo not drawn)	-7.2%
Cc1cc(Cl)c(S(=O)(=O)NCCC(=O)O)cc1OCC(N)=O	-1.5%
Cc1ccc(CN2CC(C(=O)Nc3ccc(S(=O)(=O)Nc4cc(C)nc(C)n4)cc3)CC2=O)cc1 (stereo not drawn)	-0.6%
CCCCNC(=O)c1ccccc1NS(=O)(=O)c1ccc2c(c1)OCCO2	1.4%
CCS(=O)(=O)N1CCC(C(=O)NC2CCCCC2)CC1	2.8%
COc1ncc2nc(-c3cc(F)cc(F)c3)c(=O)n(-c3ccccc3)c2n1	-1.1%
C=CCn1cnc2c(c1=O)c1nc3ccccc3nc1n2/N=C/c1cc(OC)c(OC)c(OC)c1	-3.2%
C=CCc1cccc(CNc2nc3ccccc3n2CC)c1O	-2.7%
Cc1ccc2c(c1)nnn2C1CCN(C(=O)c2cccs2)CC1	4.8%
O=c1oc2ccccc2cc1-c1nc2ccccc2o1	-5.6%
COC(=O)c1ccc(NC(=O)Cn2nc(SC)n(N)c2=S)cc1	10.9%
CCOC(=O)COc1ccc(C(=O)NC2CCCCC2)cc1	-3.5%
O=C1NC2(CCCC2)N=C1c1ccc(Cl)cc1	-2.4%
CC1=CC(c2ccccc2)n2nc(N3C(=O)c4ccccc4C3=O)nc2N1 (stereo not drawn)	-1.8%
COc1cc2c(C(=O)NCc3ccc(C)o3)cn(CC(C)C)c(=O)c2cc1OC	-4.3%
CCCc1cc(=O)[nH]c(SCC(=O)NC(=O)OCC)n1	-2.0%
COc1ccc(C(=O)N2CCC3(CC2)CCN(c2ccccn2)CC3)cc1	-0.9%
Clc1cccc(-c2nnc3sc(-c4ccc5c(c4)OCO5)nn23)c1	-3.5%
Cc1cccc(N2CCN(C(=O)Cn3ccc4ccccc4c3=O)CC2)c1C	-3.9%
COc1cccc(NC(=O)N2CCCC2C(=O)Nc2ccc3c(c2)OCO3)c1 (stereo not drawn)	9.3%
CN(C)c1ccc(-c2ccc3ncnc(N4CCNCC4)c3c2)cc1	14.5%
Cc1cc(NC(=O)c2cc(-c3cccnc3)nc3c(C)c(C)ccc23)no1	-4.4%
O=C(Nc1ccccc1C(=O)Nc1ccccc1C(=O)NCc1ccco1)c1ccco1	4.7%

Reprinted at random: seven compounds from above, in no set order.
SMILES	AmpC inh det
COc1cccc(NC(=O)N2CCCC2C(=O)Nc2ccc3c(c2)OCO3)c1 (stereo not drawn)	9.3%
CC1=CC(c2ccccc2)n2nc(N3C(=O)c4ccccc4C3=O)nc2N1 (stereo not drawn)	-1.8%
Cc1cccc(N2CCN(C(=O)Cn3ccc4ccccc4c3=O)CC2)c1C	-3.9%
COc1ccc(C(=O)N2CCC3(CC2)CCN(c2ccccn2)CC3)cc1	-0.9%
COc1cc2c(C(=O)NCc3ccc(C)o3)cn(CC(C)C)c(=O)c2cc1OC	-4.3%
O=C(Nc1ccccc1C(=O)Nc1ccccc1C(=O)NCc1ccco1)c1ccco1	4.7%
CCCc1cc(=O)[nH]c(SCC(=O)NC(=O)OCC)n1	-2.0%

Next structures follow.
SMILES	AmpC inh det
O=C(COc1ccccc1)Nc1ccccc1N1CCN(c2ccc(F)cc2)CC1	1.7%
COC(=O)C(C)Sc1nc2c([nH]c3ccccc32)c(=O)n1C (stereo not drawn)	-5.8%
Cn1c(C(O)c2ccccc2)nc(Cl)c1Cl (stereo not drawn)	4.4%
Cc1[nH]nc2c1C1(CCN(Cc3ccccc3)CC1)C(C#N)=C(N)O2	-1.2%
CCC(C)n1c(SC(C)C#N)nc2ccccc2c1=O (stereo not drawn)	-0.2%
O=C(NC1CCCc2ccccc21)C1CCN(c2nnc(-n3cccc3)s2)CC1 (stereo not drawn)	-0.5%
O=C(O)CCC(C(=O)O)n1c(O)c(C2=c3ccccc3=NC2=O)sc1=S (stereo not drawn)	-4.0%
O=C(C1COc2ccccc2O1)N1CCOCC1 (stereo not drawn)	0.1%
CCn1cc(C(=O)OCc2ccc(F)cc2)c(=O)c2ccc(C)nc21	-6.4%
CC(C)C(O)(C(C)C)C(C)C	-2.1%[5.75 µM]
COCCNC(=O)Cn1nc(-c2ccccc2OC)ccc1=O	12.0%
CCOC(=O)c1cn2c3c(c(F)c(F)c(F)c3c1=O)SC(N1CCCC1)=N2	-4.7%

Some of the compounds tested; count on the stated rates, not on these rows.
